Bioassay records deposited in PubChem by several laboratories.
MrgX1 allo act: human MrgX1 positive allosteric modulation, primary screen; MrgX1-HEK293, Fluo-4 calcium flux, FDSS; hits give high values; B-score at 10 µM; 0.63% of 310,000 active; AID 588675;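 active means plate-corrected calcium response at least 3 library SD above typical, normal starting fluorescence, not activating the receptor alone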;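 further: compound read alongside a low EC10 to EC30 dose of BAM8-22 agonist; peak minus trough fluorescence over baseline measured at the second addition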
Target sequence (Q96LB2 whole entry, looked up): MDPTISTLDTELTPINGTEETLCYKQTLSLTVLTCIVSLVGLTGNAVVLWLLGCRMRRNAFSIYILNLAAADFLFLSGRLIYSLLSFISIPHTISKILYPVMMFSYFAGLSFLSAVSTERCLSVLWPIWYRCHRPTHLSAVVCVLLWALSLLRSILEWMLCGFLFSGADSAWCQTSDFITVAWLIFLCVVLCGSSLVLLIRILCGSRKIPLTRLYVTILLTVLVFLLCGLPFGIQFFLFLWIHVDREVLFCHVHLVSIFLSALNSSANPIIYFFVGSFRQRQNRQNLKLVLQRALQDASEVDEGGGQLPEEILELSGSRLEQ
PolyA inh: blocks polyadenylation in yeast reporter cells; S. cerevisiae SKY197-pL101 polyadenylation reporter, beta-gal luminescence; efflux-impaired pdr1/pdr3 knockout yeast; score 100 = 6 SD above DMSO; calls only at 12 µM; 0.02% of 300,000 active;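 active means lowest replicate activity score at least 50, where 100 means six control SD above control mean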;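 further: yeast exposed to compound for 9 h at 30 °C; higher score means more reporter readthrough which indicates perturbed polyadenylation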
HIF act: HIF pathway transcriptional activation; U2OS HRE-luciferase reporter, luminescence; normalized: DMSO 0%, desferrioxamine 100%; activation, % at 7.5 µM (by protocol); 0.32% of 300,000 active; AID 1910;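 active means mean activation of at least 10% of the iron chelator positive control signal, with at least half of replicates also reaching 10%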
AI-2 QS mod: modulators of Vibrio harveyi AI-2 quorum sensing system | Vibrio harveyi JMH597 AI-2 luminescence/OD600 ratio, 9 h; hits give low values; strain lacks LuxN and CqsS sensors; 0 = neutral-control median | activity change, % at 7.5 µM | 0.4% of 300,000 active; in the data active means activity change below about -75%, passing the limit was not always enough;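 further: luminescence divided by OD600 gain over 9 h not by final OD600 alone; inactives centre near 13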
TRPC6 inh: inhibitors of mouse TRPC6 channel; Q61143; HEK293-TRPC6, membrane potential dye, ACh-evoked depolarization; hits give low values; B-score at 10 µM; 1.1% of 310,000 active;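 active means B-score under library mean minus 3 SD, initial fluorescence not abnormally high, positive integrated signal ratio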;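 further: B-score derived from integrated fluorescence ratio over the kinetic read; more negative B-score means stronger inhibition of depolarization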
MrgX1 agonist: agonists of human MrgX1 receptor; 0.44% of 310,000 active; MrgX1-HEK293 cells, Fluo-4 calcium fluorescence, agonist mode; hits give high values; Q96LB2; B-score at 10 µM;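 active means calcium response B-score plate-corrected fluorescence ratio at least 3 library SD, with starting fluorescence B-score inside 5 SD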
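System – MrgX1-expressing HEK293 cells · Incubation – cells plated overnight, dye loaded 0.5 h 37 °C, 0.5 h room temperature · Technique – kinetic Fluo-4 NW fluorescence of intracellular calcium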
MrgX1 antag: blocks BAM8-22 activation of human MrgX1 receptor; MRGX1-HEK293 calcium flux, Fluo-4, BAM8-22 antagonism; hits give low values; 1.3% of 310,000 active; Q96LB2; AID 588676; B-score at 10 µM;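 active means calcium-response B-score plate-corrected more than 3 library SD below zero, starting fluorescence within 5 deviations, no agonist response on first addition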;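 further: peak minus trough fluorescence over baseline after final BAM8-22 challenge near maximal dose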
TRPC4 act: activators of mouse TRPC4 channel; HEK293 TRPC4beta/mu-opioid, Fluo4 calcium fluorescence; hits give high values; B-score at 10 µM; 0.49% of 310,000 active; AID 2237;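 active means B-score above 5 SD of library B-scores, and initial fluorescence ratio not above library mean plus 5 SD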;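 further: positive B-score marks a calcium rise read as TRPC4 activation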
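system = HEK293 cells stably co-expressing mouse TRPC4beta and mu-opioid receptor | schedule = Fluo4 dye loading 45 min at room temperature, 110 s recording | measure = B-scored integrated calcium fluorescence ratio | signal = Fluo4 calcium-sensitive dye fluorescence, kinetic, 1 Hz baseline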
TRPC4 inh: inhibitors of mouse TRPC4 channel; HEK293 TRPC4beta/mu-opioid, DAMGO-evoked Fluo4 calcium flux; hits give low values; 0.39% of 300,000 active; B-score at 10 µM; AID 2247;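 active means B-score over 3 SD under the library average, no early fluorescence shift, positive overall ratio signal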
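Material: HEK293 cells with stable TRPC4beta plus mu-opioid receptor expression; probe or stimulus: DAMGO in two steps, submaximal then maximal; technique: Fluo4 calcium fluorescence by kinetic imaging, 5 s 1 Hz baseline; measure: integrated fluorescence ratio relative to baseline, converted to per-well B score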
TRPC4 potent: allosteric potentiators of mouse TRPC4 channel. B-score at 10 µM. 0.42% of 310,000 active. Q9QUQ5. AID 2227. HEK293 TRPC4beta/mu-opioid, DAMGO EC20, Fluo-4 Ca2+ flux; hits give high values;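 active means B-score of calcium response area above 5 SD of library B-scores, with initial fluorescence ratio within 5 SD of library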;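 further: B-score of integrated fluorescence ratio over time as area under calcium response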
TRPC6 act: activates the mouse TRPC6 cation channel | Q61143 | HEK293-TRPC6 membrane potential dye fluorescence; hits give high values | B-score at 10 µM | 0.13% of 310,000 active | AID 2550;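 active means B-score of the integrated fluorescence ratio above library mean plus 3 SD, and starting fluorescence ratio within library mean plus 5 SD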;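 further: higher score means more depolarization so channel activation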
The depositor's hits bear a star; i = inactive; x = no result given. This is a subset; rates above refer to the full screens.

SMILES	MrgX1 allo act	PolyA inh	HIF act	AI-2 QS mod	TRPC6 inh	MrgX1 agonist	MrgX1 antag	TRPC4 act	TRPC4 inh	TRPC4 potent	TRPC6 act
O=C(COC(=O)c1ccc(Cl)c([N+](=O)[O-])c1)Nc1ccccc1OC(F)F	i	i	0.3	24	i	i	i	i	i	i	i
COc1ccc(/C=C2\C(=N)N3N=C(CC(=O)N4CCOCC4)SC3=NC2=O)cc1	i	i	-0.8	9	i	i	i	i	i	i	i
COc1ccc(-c2nc3c(c4nnc(SC(C)C(=O)Nc5ccccc5)n24)COC(C)(C)C3)cc1 (configuration not stated)	i	i	0.6	19	i	i	-6.5*	i	i	i	i
CSc1nc2c(cc1C#N)CCCCC2	i	i	0.1	22	i	i	i	i	i	i	i
CCCCCc1c(O)nc(SCCN(CC)CC)[nH]c1=O	i	i	-0.4	21	i	i	i	46*	i	i	i
Nc1nnc(-c2cccc([N+](=O)[O-])c2)s1	i	i	0.0	19	i	i	i	i	i	i	i
Cc1ccc(-c2nc(=S)c3c(n2Cc2ccco2)CC(C)(C)OC3)cc1	i	i	0.5	10	i	i	-6*	i	i	i	i
O=C(c1ccco1)N1C(=O)c2cccc3c(S(=O)(=O)N4CCCC4)ccc1c23	i	i	-0.2	-3	i	i	i	i	i	i	i
Cc1ccc(S(=O)(=O)c2nc(-c3cccs3)oc2NCCCN(C)C)cc1	i	i	-0.7	-6	i	i	i	i	i	i	i
O=C(NCCc1cccs1)C1CC1	i	i	0.0	8	i	i	i	i	i	i	i
COc1cccc2sc(Nc3nnc(-c4ccccc4Cl)o3)nc12	i	i	0.4	27	i	i	i	i	i	i	i
Cc1ccc(OCc2cc(C(=O)NCc3cnn(-c4cccc(F)c4)c3)no2)cn1	i	i	0.8	27	i	i	i	i	i	i	i
CCCOC(=O)c1ccc(NS(=O)(=O)c2cccs2)cc1	i	i	-0.6	-86*	i	i	i	i	i	i	i
O=S1(=O)CCO[C@H]2Cc3ccccc3[C@H]2N1Cc1ccc(F)cc1	i	i	1.2	4	i	i	i	i	i	i	i
COc1ccc(CN(C)C(=O)c2cc(S(=O)(=O)N3CCOCC3)ccc2N2CCCC2)cc1	i	i	0.1	45	i	i	i	i	i	i	i
COc1ccc(C(=S)N2CCOCC2)cc1OC(=O)c1ccc(C)cc1	i	i	-0.6	4	i	i	i	i	i	i	i
Cc1nn2c(=O)c(NC(=O)c3ccc(F)cc3)cnc2s1	i	i	0.3	1	i	i	i	i	i	i	i
Cc1onc(-c2c(F)cccc2Cl)c1C(=O)ONC(=O)c1ccco1	i	i	0.1	23	i	i	i	i	i	i	i
COc1ccc(OC(C)C(=O)N(C)Cc2nc(-c3ccc(C)cc3)no2)cc1 (configuration not stated)	i	i	-0.3	24	i	i	i	i	i	i	i
Cc1ccc2c(c1)N(CC(=O)N1CCCc3ccccc31)C(=O)C(C)O2 (configuration not stated)	i	i	x	12	i	i	i	i	i	i	i
CCOC(=O)C1(Cc2cccc(OC)c2)CCN(Cc2cc(OC)ccc2OC)CC1	i	i	0.1	20	i	i	i	i	i	i	i
CN(C)C=Nc1nonc1-c1ccccc1	i	i	-0.1	13	i	i	i	i	i	i	i
COc1ccc2[nH]c(C)c(CCNC(=S)Nc3cccc(C)c3)c2c1	i	i	-0.2	4	i	i	i	i	i	i	i
CCN(Cc1ccccc1)C(=O)C1CCN(c2ncnc3c2nc2n3CCCCC2)CC1	i	i	-0.3	x	i	i	i	i	i	i	i
COc1ccc(CCNC(=O)c2cc(=O)[nH]c3ccccc23)cc1	i	i	-0.2	14	i	i	i	i	i	i	i
CC1(C)Oc2ccc3ccc(=O)oc3c2/C(=C/Nc2ccccn2)C1=O	i	i	-0.3	4	i	i	i	i	i	i	i
c1ccc2oc(-c3ccc4nc[nH]c4c3)nc2c1	i	i	1.5	18	i	i	i	i	i	i	i
O=C(NCc1ccccn1)c1cc(-c2ccccc2Cl)nc2ccccc12	i	i	-0.2	7	i	i	i	i	i	i	i
CC(CN1CCN(Cc2ccccc2)CC1)OC(=O)c1ccco1 (configuration not stated)	i	i	0.0	-22	i	i	i	i	i	i	i
Cc1ccc2c(=O)cc(C(=O)Nc3ccc(S(=O)(=O)Nc4onc(C)c4C)cc3)oc2c1	i	i	0.2	23	i	i	i	i	i	i	i
COc1c(F)c(F)c(C(=O)Nc2ccc3oc(-c4ccncc4)nc3c2)c(F)c1F	i	i	0.2	17	i	i	i	i	i	i	i
CCc1c(C)nc(SC/C=C/c2ccccc2)[nH]c1=O	i	i	0.2	23	i	i	i	i	i	i	i
Cc1ccc(C2CC(=O)NC(SCc3ccccc3)=C2C#N)o1 (configuration not stated)	i	i	-0.1	12	i	30*	i	i	i	i	i
COC(=O)c1sccc1NC(=O)COc1ccc(Cl)cc1Cl	i	i	2.0	16	i	i	i	i	i	i	i
CCOC(=O)C1CCN(C(=O)/C(=C/c2ccccc2)NC(=O)c2ccccc2)CC1	i	i	0.3	-4	i	i	i	i	i	i	i
NS(=O)(=O)c1ccc(CCNC(=O)C2CCN(S(=O)(=O)c3c(Cl)cccc3Cl)CC2)cc1	i	i	0.3	24	i	i	i	i	i	i	i
Cc1ccc2nc(CSc3nc(C)ccc3C#N)[nH]c2c1	i	i	-2.0	21	i	i	i	i	i	i	i
O=C(CSc1ccc2ccccc2c1)Nc1nc2ccccc2[nH]1	i	i	0.0	2	i	i	i	i	i	i	i
CCN1CCN(CCNC(=O)c2ccc3c(c2)N(Cc2ccc(F)cc2)C(=O)/C(=C/c2ccccc2)S3)CC1	21*	i	0.4	31	i	i	-16*	i	i	i	i
COc1ccc(S(=O)(=O)N(CC(=O)NC2CCCC2)c2ccccc2OC)cc1	i	i	-0.6	12	i	i	i	i	i	i	i
Cc1cc(C)cc(N(C(=O)c2csnn2)C(C(=O)NC2CCCCC2)c2ccncc2)c1 (configuration not stated)	i	i	-0.1	-2	i	i	i	i	i	i	i
CC1=NN(C(N)=S)C(=O)C1N=Nc1ccccc1Cl (configuration not stated)	i	i	0.7	19	i	i	i	i	i	i	i
CC(C)Cc1nnc(NC(=O)CCC(=O)N2CCN(Cc3ccc(F)cc3)CC2)s1	i	i	-0.2	16	i	i	i	i	i	i	i
O=C(CNC(=O)c1cccs1)c1ccc([N+](=O)[O-])cc1	i	i	1.3	16	i	i	i	i	i	i	i
COCc1[nH]nc2c1C(c1ccccc1F)C(C#N)=C(N)O2 (configuration not stated)	i	i	-0.3	14	i	i	i	i	i	i	i
COC(=O)C1=C(C)Nc2ccc(C)cc2S1	i	i	1.5	27	i	i	i	i	i	i	i
CC1(NC(=O)Nc2ccccc2)CCS(=O)(=O)C1 (configuration not stated)	i	i	-0.4	-5	i	i	i	i	i	i	i
COc1ccc(C2(CNC(=O)CCC(=O)O)CCCC2)cc1OC	i	i	-0.2	8	i	i	i	i	i	i	i
Brc1ccccc1/C=N/Nc1ccc2ccccc2n1	11*	i	2.6	36	-6.2*	i	i	i	i	i	i
CCCCN(CCCNC(=O)c1ccc2nc(N3CCOCC3)sc2c1)Cc1ccccc1	i	i	-0.5	4	i	i	i	i	i	i	i

Structures listed above shown as hits in MrgX1 antag:
canonical_smiles | PolyA inh | AI-2 QS mod | MrgX1 agonist | MrgX1 antag | TRPC4 act | TRPC4 inh | TRPC4 potent | TRPC6 act
COc1ccc(-c2nc3c(c4nnc(SC(C)C(=O)Nc5ccccc5)n24)COC(C)(C)C3)cc1 (configuration not stated) | i | 19 | i | -6.5* | i | i | i | i
Cc1ccc(-c2nc(=S)c3c(n2Cc2ccco2)CC(C)(C)OC3)cc1 | i | 10 | i | -6* | i | i | i | i
CCN1CCN(CCNC(=O)c2ccc3c(c2)N(Cc2ccc(F)cc2)C(=O)/C(=C/c2ccccc2)S3)CC1 | i | 31 | i | -16* | i | i | i | i

The listing continues:
SMILES	MrgX1 allo act	PolyA inh	HIF act	AI-2 QS mod	TRPC6 inh	MrgX1 agonist	MrgX1 antag	TRPC4 act	TRPC4 inh	TRPC4 potent	TRPC6 act
Cc1ccccc1C(O)c1cccnc1 (configuration not stated)	i	i	0.7	29	i	i	i	i	i	i	i
Cc1cc(C(C)(C)C)oc1C(=O)N(CC(=O)NC1CCCC1)c1c(C)cccc1C	i	i	-0.3	12	i	i	i	i	i	i	i
COc1ccccc1N1CCN(C2CC(=O)N(C)C2=O)CC1 (configuration not stated)	i	i	-0.1	-3	i	i	i	i	i	i	i
O=C(CSc1n[nH]c(=O)[nH]c1=O)N1CCCCCC1	i	i	0.1	13	i	i	i	i	i	i	i
COc1ccc(S(=O)(=O)N2CCC(NC(=O)c3cccc(F)c3)CC2)cc1	i	i	0.6	2	i	i	i	i	i	i	i
Cc1ccc(C(=O)CN2C(=O)NC3(CCc4ccccc43)C2=O)c(C)c1 (configuration not stated)	i	i	0.4	22	i	i	i	i	i	i	i
O=S(=O)(c1cccc2c(S(=O)(=O)N3CCCC3)cccc12)N1CCCC1	i	i	0.2	7	i	i	i	i	i	i	i
CCOc1ccc(N/C=C/C(=O)c2ccc3ccccc3c2)c([N+](=O)[O-])c1	i	i	1.3	30	i	i	i	i	i	i	i
COc1ccc(NC(=O)c2ccccc2Cl)cc1NC(=O)CN1CCOCC1	i	i	0.3	-10	i	i	i	i	i	i	i
COc1ccc(C2CC(=O)N3CN(c4ccccc4F)CSC3=C2C#N)cc1OC (configuration not stated)	i	i	0.4	5	i	i	i	i	i	i	i
O=C(CSc1nncc2ccccc12)N1CCOCC1	i	i	0.1	16	i	i	i	i	i	i	i
CCN(CC)S(=O)(=O)c1ccc(OCCNS(C)(=O)=O)cc1	i	i	0.0	16	i	i	i	i	i	i	i
CN1CCN(S(=O)(=O)c2ccc(NC(=S)NC(=O)C3CCC3)cc2)CC1	i	i	0.3	14	i	i	i	i	i	i	i
CCn1cc(C(=O)O)c(=O)c2cc(F)c(N3CCN(C(=S)NC(=O)c4ccccc4Br)CC3)cc21	i	i	-20	15	i	i	i	i	i	i	i
O=C(Nc1cc(Sc2ccccn2)cc([N+](=O)[O-])c1)c1cccc(F)c1	i	i	1.0	45	i	i	i	i	i	i	i
